Bioassay records: PubChem BioAssay, Broad Institute
F508del corr: F508del CFTR correction, initial screen, CFBE line, single point | CFBE cells, YFP halide quenching; stimulated with forskolin plus potentiator P3; % fluorescence drop versus neutral controls | activity (quench increase), % at 7.58 µM | 350,000 compounds, 0.36% hits;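 active = mean added fluorescence quench of at least 8% versus neutral control, with both replicates also reaching 8%; inconclusive = only one of the mean or replicate conditions met; inactive = mean below 8% and not both replicates reaching 8%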;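 note: cells transiently co-express mutant CFTR-F508del with the halide-sensitive YFP; corrector assay measuring rescue of mutant channel to the surface after 24 h compound exposure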
ERAP1 inh: human ERAP1 aminopeptidase inhibitors, primary screen, biochemical, single point, plate reader | Endoplasmic reticulum aminopeptidase 1 (Homo sapiens), Q9NZ08 | recombinant ERAP1, Leu-AMC fluorescence, 60 min | inhibition, % at 10.7 µM | 340,000 compounds, 0.15% hits | AID 652197, 2013;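 active = mean replicate inhibition of at least 30%, or all replicates individually reaching that 30% level; inactive = mean below 30% and not every replicate reaching it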;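 note: 0% = neutral control wells and 100% = L-leucinethiol positive control wells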
ERp5 block: inhibitors of ERp5-driven insulin aggregation, primary screen, biochemical, turbidity, absorbance 650 nm, single point; Protein disulfide-isomerase A6 (Homo sapiens), Q15084; AID 651711, 2012; 90 min; inhibition, % at 9.99 µM; 350,000 compounds, 0.05% hits;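 active = mean replicate inhibition above about 25%, with every replicate also reaching it, limit read from the data, passing the limit was not always enough; inconclusive = only one of those two criteria met; inactive = neither criterion met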
Target sequence (Q15084 whole entry, looked up): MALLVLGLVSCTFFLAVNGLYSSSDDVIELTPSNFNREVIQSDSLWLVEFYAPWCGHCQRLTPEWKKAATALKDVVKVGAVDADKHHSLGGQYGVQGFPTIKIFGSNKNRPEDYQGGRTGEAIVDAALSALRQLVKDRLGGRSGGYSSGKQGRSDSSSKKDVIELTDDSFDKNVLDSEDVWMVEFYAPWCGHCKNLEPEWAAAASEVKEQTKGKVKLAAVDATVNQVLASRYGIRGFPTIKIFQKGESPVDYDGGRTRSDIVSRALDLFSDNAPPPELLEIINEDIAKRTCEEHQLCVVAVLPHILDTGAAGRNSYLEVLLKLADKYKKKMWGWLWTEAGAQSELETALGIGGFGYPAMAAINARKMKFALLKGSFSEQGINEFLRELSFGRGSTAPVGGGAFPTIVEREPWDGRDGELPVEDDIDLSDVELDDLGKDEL
DENV2 CPE rescue: inhibitors of DENV2 cytopathic effect, primary screen, cell-based, plate reader, single concentration. AID 651640, 2012. 350,000 compounds, 1.7% hits. CPE inhibition, % at 9.99 µM. DENV2-infected cells, cytopathic effect rescue; in the data active = CPE inhibition above about 20%, passing the limit was not always enough; inconclusive = no clear call, values can overlap the other calls; tested in BHK-21 cells;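 note: 0% = median of neutral control wells and 100% = median of positive control wells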
SIRT5 inh: SIRT5 desuccinylase inhibitors, primary screen, biochemical, fluorescence imaging, single point, set 5; inhibition, % at 15 µM; 330,000 compounds, 1.1% hits; Purified SirT5, succinyl-peptide AMC, trypsin-coupled fluorescence; in the data active = inhibition above about 15%; inconclusive = no clear call, values can overlap the other calls
Target sequence (Q9NXA8 whole entry, looked up): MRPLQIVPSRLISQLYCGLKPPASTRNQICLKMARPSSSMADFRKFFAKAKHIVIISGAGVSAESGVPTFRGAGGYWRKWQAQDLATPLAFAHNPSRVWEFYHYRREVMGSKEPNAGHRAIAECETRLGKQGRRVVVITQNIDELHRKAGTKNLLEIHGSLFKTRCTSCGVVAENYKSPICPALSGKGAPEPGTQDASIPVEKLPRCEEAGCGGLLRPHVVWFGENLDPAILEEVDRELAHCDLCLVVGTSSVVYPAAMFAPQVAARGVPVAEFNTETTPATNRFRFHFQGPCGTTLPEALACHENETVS
Casp6 inh: human caspase-6 inhibitors, primary screen, biochemical, VEID-R110 fluorescence, single point, set 2; 350,000 compounds, 0.53% hits; P55212; inhibition, % at 12.5 µM; AID 686996, 2013; purified caspase-6, Z-VEID-R110 cleavage fluorescence;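 active = mean inhibition across replicates at least about 35%, with every replicate also reaching that limit, limit read from the data; inconclusive = only one of the two criteria met; inactive = neither criterion met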;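 note: 0% = median of neutral control wells and 100% = no fluorescence left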
Target sequence (P55212 24-179 limits assumed): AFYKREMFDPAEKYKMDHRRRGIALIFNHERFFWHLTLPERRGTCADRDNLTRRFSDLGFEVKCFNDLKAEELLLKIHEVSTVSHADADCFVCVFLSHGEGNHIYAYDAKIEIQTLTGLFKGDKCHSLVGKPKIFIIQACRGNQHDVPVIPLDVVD
Target sequence (P55212 194-293 limits assumed): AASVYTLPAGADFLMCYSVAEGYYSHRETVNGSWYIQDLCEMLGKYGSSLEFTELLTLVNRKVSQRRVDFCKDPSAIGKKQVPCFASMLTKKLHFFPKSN
miR122 inh: miR-122 Renilla sensor signal increase in Huh7, primary screen, miR-122 inhibitor project, cell-based, single point, plate reader | 340,000 compounds, 0.3% hits | activation (reporter increase), % at 12.5 µM | AID 602342, 2012 | Huh7 miR-122 Renilla luciferase sensor, 48 h; neutral wells = 0, positive control = 100;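 active = mean replicate activation score at least 90 and every replicate individually at or above 90; inconclusive = only one of the two criteria met; inactive = neither criterion met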;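 note: higher luciferase means less miR-122 activity so hits act as miR-122 inhibitors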
Numbers without * were called inactive; ? = inconclusive; · = no result given; & = joins results of further samples; ! = not confirmed by another sample; [ ] = dose if it differs, or a comment.

Sequence of screens – F508del corr	ERAP1 inh	miR122 inh	SIRT5 inh	Casp6 inh	ERp5 block	DENV2 CPE rescue
O=C(NCC1CCCO1)c1ccc2c(c1)N(Cc1ccc(Cl)cc1)CCS2 (stereo not given)
  0.3	-1	8	·	0	-4	-5
CC(=O)Nc1ccc(NC(=O)Cc2sc(-c3cccnc3)nc2-c2ccc(C)cc2)cc1
  3.7	2	56	-1	-3	-1	0
NC(=O)CC(NC(=O)Cc1ccc(Br)cc1)c1ccc(N2CCc3ccccc3C2)c([N+](=O)[O-])c1 (stereo not given)
  0.2	-1	-1	-7	5	-3	-1
C[C@@H]1CCCCO[C@@H](CN(C)Cc2ccc(C(=O)O)cc2)[C@H](C)CN([C@@H](C)CO)C(=O)c2cc(NC(=O)CCCN(C)C)ccc2O1
  -0.5	-5	-3[16.7 µM]	-1	-1	4	38*
CCn1nc2cc(C(=O)NCCc3cccs3)ccc2c1OC
  -1.3	-5	-3	-1	1	1	·
O=C(CC1C=CCC1)Nc1ccccc1 (stereo not given)
  1.3	0	7	·	0	-10	5
COc1cccc(-n2c(Cn3nc(C(F)F)cc3C(F)F)n[nH]c2=S)c1
  ·	4	·	-2	0	-2	-1
O=C(Nc1ccccn1)c1ccc(-c2ccccc2)cc1
  0.5	-3	-5	3	-1	1	-4
CCCC(=O)N1CCC2(CC1)CN(C(=O)C1CC1)[C@H](CO)c1[nH]c3cc(OC)ccc3c12
  1.7	-1	·	2	2	0	34*
CC(=O)N(C)C[C@@H]1Oc2cc(C#Cc3ccccn3)ccc2S(=O)(=O)N([C@@H](C)CO)C[C@H]1C
  -1.1	-2	9[16.7 µM]	1	0	1	8
CN(C)CC#Cc1ccc([C@@H]2[C@@H](CO)N3CCCCN(CC4CCOCC4)C[C@H]23)cc1
  1.5	-1	2[16.7 µM]	6	1	-1	?
CC(C)NC(=O)N(C)C[C@H]1Oc2ncc(C#Cc3ccc(F)cc3)cc2C(=O)N([C@H](C)CO)C[C@@H]1C
  0.3	0	-7[16.7 µM]	1	-1	-2	-6
CNC(=O)COc1ccc(S(=O)(=O)Nc2ccccc2)cc1
  -3.7	-1	-9	-2	0	0	11
Cc1cc(NC(=O)CCC(=O)N(c2ccccc2C)C(C(=O)NC2CCCC2)c2ccccc2)no1 (stereo not given)
  0.1	2	·	6	2	2	3
CNS(=O)(=O)c1cccc(C(=O)NNC(=O)c2ccc(COc3ccccc3)cc2)c1
  -0.7	0	-3	-1	-1	4	2
Cc1ccccc1N1C(=O)CC1(C#N)c1ccc(OCc2ccccc2)cc1 (stereo not given)
  -0.8	-1	·	0	2	5	7
CCCSc1nc2sc3c(c2c(=O)[nH]1)CC(C)CC3 (stereo not given)
  -1.0	-3	0	-1	7	4	?
CC(c1nnc(SCC(=O)c2c(N)n(C)c(=O)n(C)c2=O)n1-c1ccc(Cl)cc1)N(C)C (stereo not given)
  1.5	-2	-5	-1	0	-6	5
COc1ccc2c3c(n(C)c2c1)[C@@H](CO)N(C(=O)Cc1ccccn1)CC31CCN(Cc2ccccn2)CC1
  -1.2	1	·	·	-2	-7	0
COc1cccc(C(=O)NC(=S)Nc2cccnc2)c1
  ·	1	·	-2	1	?	5
Cc1ccc(C)c(S(=O)(=O)N2CCN(C(=O)CCCc3c[nH]c4ccccc34)CC2)c1
  0.2	3	·	-2	0	0	0
Cc1noc(NC(=O)c2ccccc2C(F)(F)F)c1C#N
  -1.8	3	-8	1	6	2	·
O=C(N=c1ccn(-c2nc3ccccc3nc2NS(=O)(=O)c2ccc(Cl)cc2)cc1)c1cccs1
  -1.3	-1	·	-1	-11	3	-3
CC(=O)N1CCCCN2[C@H](CO)[C@@H](c3ccc(-c4cccc(C)c4)cc3)[C@H]2C1
  3.7	-2	6[16.7 µM]	-1	-3	-4	13
CCN(CC)C(=O)C1CCCN(Cc2ccc(N(C)C)cc2)C1 (stereo not given)
  ·	3	-1	2	-2	17	·
C/C=C/c1ccc2c(c1)O[C@H](CN(C)C(=O)NC1CCCC1)[C@@H](C)CN([C@H](C)CO)S2(=O)=O
  ·	-1	20[16.7 µM]	-3	1	-4	7
OC(c1ccc(F)cc1)c1nc(-c2cc3ccccc3o2)cs1 (stereo not given)
  3.8	-6	2	2	11	-1	-2
COc1cc(CNc2cccc(F)c2)cc(Br)c1O
  0.9	1	·	2	3	-3	2
Cc1ccc(Cl)cc1NC(=S)N(Cc1ccccc1)Cc1cccnc1
  3.4	-10	·	-1	1	-3	12
CCc1c(C(=O)NN2C(=O)C3CCCCC3C2=O)csc1C (stereo not given)
  ·	1	·	-3	8	4	0
COC(=O)C[C@@H]1CC[C@@H]2[C@H](COc3ccc(NC(=O)c4cccc(F)c4)cc3C(=O)N2C)O1
  -1.3	0	-2[16.7 µM]	-1	1	1	10
O=C(N/N=C/c1c(Nc2cccc(C(F)(F)F)c2)nc2ccccn2c1=O)c1ccccc1[N+](=O)[O-]
  2.0	0	1	-2	1	9	-15
COc1ccc(C2=C(c3ccc(OC)c(OC)c3)CN3CCCCC3C2)cc1 (stereo not given)
  2.8	-9	·	2	-4	0	0
CCCN(C)C[C@H]1Oc2cc(/C=C/c3ccccc3)ccc2S(=O)(=O)N([C@H](C)CO)C[C@H]1C
  -1.3	0	-1[16.7 µM]	-2	-4	-5	-6
CC(C)(C)c1cc(NC(=O)COC(=O)c2ccccc2)n(-c2ccccc2)n1
  -0.6	-1	3	·	-1	4	-2
CCOC1=C2CN(S(=O)(=O)c3ccc(C)cc3)[C@H](c3cccc(Cl)c3)C[C@@H]2N(S(=O)(=O)c2ccccc2[N+](=O)[O-])[C@H](c2ccccc2)C1
  -2.9	1	-6	5	0	-15	20
CCOC(=O)c1c(NC(=O)C2=C(C)NC(=S)NC2c2ccc(F)cc2)sc(C)c1C (stereo not given)
  0.2	-1	·	1	-2	-1	?
CCC1(C)Cc2nc3[nH]c(=S)n(-c4ccc(C)cc4)c(=O)c3cc2CO1 (stereo not given)
  ·	0	·	-1	-1	1	2
COc1ccc(CN2CCOC2=O)cc1OC
  4.7	·	-45	0	-2	3	-1
C[c-]1[c-](C)[c-](C)[c-](C)[c-]1C.[Fe].c1cc2nccc(N3CCCC3)[c-]2c1 (stereo not given)
  -0.2&-0.4	4&-1	-5&-6	1	38*!	3&2	-8
CC(=O)NC(=S)Nc1ccc(NC(=O)c2cccnc2Cl)cc1
  1.3	-2	10	-2	0	4	0
CS(=O)(=O)NNC(=O)c1cc2cc3ccccc3nc2s1
  2.0	4	2	-3	-1	2	-4
C[C@H]1CN([C@@H](C)CO)S(=O)(=O)c2ccc(C#CC3(O)CCCC3)cc2O[C@@H]1CN(C)C(=O)Nc1ccccc1
  1.4	1	30[16.7 µM]	3	2	-2	4
COc1ccc(C(=O)C2CCCN(C(=O)c3cccnc3SC)C2)c(C)c1 (stereo not given)
  0.5	2	·	-3	-2	2	-1
Cc1ccc(C(O)c2ncc(-c3ccc(C(F)(F)F)cc3)[nH]2)cc1F (stereo not given)
  0.8	2	·	1	1	-4	1
COc1ccc(C(C(=O)NC2CCCC2)N(C(=O)c2ccoc2C)c2cc(C)cc(C)c2)cc1 (stereo not given)
  -1.0	-1	-2	2	·	2	1
CC1=C(C(=O)Nc2ccccc2C(=O)N2CCN(c3ccccc3)CC2)SCCO1
  -0.8	6	4	3	0	-2	0
Cc1ccc(S(=O)(=O)Nc2ccc3c(c2)C(=O)N([C@@H](C)CO)C[C@H](C)[C@H](CN(C)C(=O)CCCN(C)C)OCCCC[C@@H](C)O3)cc1
  0.9	-1	2[16.7 µM]	-2	-3	-1	2
O=C(/C=C/c1c(Cl)nc2ccccn12)N1CCN(c2ccc(F)cc2)CC1
  2.4	-1	0	·	1	3	13
COc1ccc2c3c([nH]c2c1)[C@H](CO)N(C(=O)C1CCC1)CC31CN(C(=O)NC(C)C)C1
  -3.1	-5	·	0	6	-8	16
Cc1n[nH]c(C)c1S(=O)(=O)N1CCCC(C(=O)NC2CCCCC2)C1 (stereo not given)
  3.2	2	·	·	0	6	-4
CCC(=O)Nc1ccc2c(c1)C(=O)N(C)C[C@H](OC)[C@H](C)CN(C(=O)c1ccncc1)[C@H](C)CO2
  -0.6	3	0[16.7 µM]	-3	3	-1	2
CC(C)C1C(=O)N(Cc2cn(CCC3OCCO3)nn2)CCS(=O)(=O)N1Cc1ccc(-c2ccccc2C(F)(F)F)cc1 (stereo not given)
  -8.5	6	6	-2	0	3	-6
CCCCCCCc1c(C#N)c(N)[nH]c(=S)c1C#N
  1.0	·	·	0	2	2	-3
O=C(c1ccc2c(c1)OCO2)N1CCN(c2ccc(C(F)(F)F)cn2)CC1
  0.4	-4	·	-4	-3	-1	-2
CCCCCN(C(=O)CCC(=O)OCC(=O)c1cccc(OC)c1)c1c(N)n(CCCC)c(=O)[nH]c1=O
  -0.6	0	-1	-1	-4	4	5
Cc1nc2ccccc2n1CC(O)c1ccccc1 (stereo not given)
  0.7	-2	-17	0	-3	-2	-2
O=CN1N=C(c2ccccc2)CC1c1ccccc1[N+](=O)[O-] (stereo not given)
  ·	-3	·	-1	-3	-2	3
O=C(N/N=C/c1ccc(F)cc1)c1ccccc1
  -1.9	2	·	0	-2	8	·
COCC#Cc1ccc2c(c1)O[C@H](CN(C)C(=O)COC)[C@@H](C)CN([C@@H](C)CO)S2(=O)=O
  0.8	-1	1[16.7 µM]	0	0	3	-7

(next part)
Sequence of screens – F508del corr	ERAP1 inh	miR122 inh	SIRT5 inh	Casp6 inh	ERp5 block	DENV2 CPE rescue
O=S(=O)(NC1CCCCC1N1CCC(O)CC1)c1ccccc1 (stereo not given)
  1.4	-1	-4	1	-7	3	-1
O=C(CN1C(=O)/C(=C\c2ccc(F)cc2)Oc2ccccc21)N1CCN(c2ccccn2)CC1
  1.6	5	1	·	2	7	-14
CC(C)c1cc(CNC(=O)CCc2nnc(CCCCc3ccccc3)o2)on1
  2.7	0	-1	3	0	-1	-10
C[C@@H]1CN([C@H](C)CO)C(=O)c2c(c3ccccc3n2C)-c2ccccc2CO[C@H]1CN(C)C(=O)[C@H](C)c1ccccc1
  0.3	-5	·	7	-2	3	-6
CC1=C(C(=O)N(C)C)CC(CC(=O)NC2CCCCC2)C(=O)N1Cc1ccc(F)cc1 (stereo not given)
  -3.1	·	4	-2	3	1	4
O=C(Cc1ccccc1)N/N=C/C=C/c1ccccc1[N+](=O)[O-]
  1.6	-2	2	-1	-3	1	0
CO[C@H]1CN(C)C(=O)c2ccc(NC(=O)C3CC3)cc2OC[C@@H](C)N(C(=O)C2CCCCC2)C[C@H]1C
  2.7	-1	-1[16.7 µM]	0	-2	-4	7
COCCNC(=O)C(c1ccc(OC)cc1)N(CCOC)C(=O)CCC(=O)Nc1nccs1 (stereo not given)
  -2.1	0	4	3	1	0	5
O=C(COc1cccc2c1CCNC2=O)Nc1ccc(Cl)cc1
  1.3	-7	·	-2	-1	-2	-5
Cc1ccc(N2CC(C(=O)Nc3ccc(S(=O)(=O)NCC4CCCO4)cc3)CC2=O)cc1 (stereo not given)
  4.0	-2	11	-1	-2	0	-3

Single values from the list:
`Cc1n[nH]c(C)c1S(=O)(=O)N1CCCC(C(=O)NC2CCCCC2)C1` (stereo not given) in Casp6 inh = 0
`C[C@H]1CN([C@@H](C)CO)S(=O)(=O)c2ccc(C#CC3(O)CCCC3)cc2O[C@@H]1CN(C)C(=O)Nc1ccccc1` in DENV2 CPE rescue = 4
